High-throughput results: PubChem, several laboratories
Kir21 block – blocks the mouse Kir2.1 inward-rectifier potassium channel | HEK293-Kir2.1, FluxOR thallium flux fluorescence; hits give low values | B-score at 10 µM | AID 1672 | P35561 | actives 0.85% (n = 310,000);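 active means fluorescence ratio B-score at or below minus 3 SD of library scores, with starting-brightness B-score within 2 SD, cut at about -4.2 in these data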;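 further: channel flux triggered by added potassium and thallium sulfate stimulus; B-score of peak minus minimum fluorescence over baseline after thallium stimulus; more negative B-score means stronger Kir2.1 block with less thallium influx; some compounds called inactive have numbers as strong as hits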
Target sequence (P35561 whole entry, looked up): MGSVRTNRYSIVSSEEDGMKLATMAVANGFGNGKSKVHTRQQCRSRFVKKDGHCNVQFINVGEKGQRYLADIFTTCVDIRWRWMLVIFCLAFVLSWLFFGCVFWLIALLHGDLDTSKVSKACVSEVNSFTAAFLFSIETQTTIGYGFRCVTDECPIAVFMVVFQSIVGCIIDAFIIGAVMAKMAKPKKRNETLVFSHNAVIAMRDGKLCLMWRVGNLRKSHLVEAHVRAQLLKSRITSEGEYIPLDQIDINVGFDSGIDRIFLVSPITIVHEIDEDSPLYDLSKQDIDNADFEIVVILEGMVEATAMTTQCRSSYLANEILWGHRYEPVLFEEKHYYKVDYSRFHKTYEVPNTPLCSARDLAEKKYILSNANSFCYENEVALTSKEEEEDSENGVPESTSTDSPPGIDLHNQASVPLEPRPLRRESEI
KCNQ2 block – KCNQ2 potassium channel inhibitors, primary screen, cell-based, CHO-K1, FluxOR thallium flux, B-score (AID 2156); 20 min; hits give low values; O88943; actives 1.1% (n = 310,000); B-score at 10 µM;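 active means fluorescence ratio B-score at most minus 3 library SDs, with starting brightness B-score within 2 library SDs, cut at about -5.5 in these data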
STK33 inh – blocks human STK33 kinase activity | AID 2661 | Q9BYT3 | purified STK33, MBP phosphorylation, ADP-Glo luminescence | actives 0.073% (n = 320,000) | inhibition, % at 10 µM;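 active means inhibition at or above 25%, using the most active replicate where run in duplicate; inactive means inhibition below 25%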
Target sequence (Q9BYT3 whole entry, looked up): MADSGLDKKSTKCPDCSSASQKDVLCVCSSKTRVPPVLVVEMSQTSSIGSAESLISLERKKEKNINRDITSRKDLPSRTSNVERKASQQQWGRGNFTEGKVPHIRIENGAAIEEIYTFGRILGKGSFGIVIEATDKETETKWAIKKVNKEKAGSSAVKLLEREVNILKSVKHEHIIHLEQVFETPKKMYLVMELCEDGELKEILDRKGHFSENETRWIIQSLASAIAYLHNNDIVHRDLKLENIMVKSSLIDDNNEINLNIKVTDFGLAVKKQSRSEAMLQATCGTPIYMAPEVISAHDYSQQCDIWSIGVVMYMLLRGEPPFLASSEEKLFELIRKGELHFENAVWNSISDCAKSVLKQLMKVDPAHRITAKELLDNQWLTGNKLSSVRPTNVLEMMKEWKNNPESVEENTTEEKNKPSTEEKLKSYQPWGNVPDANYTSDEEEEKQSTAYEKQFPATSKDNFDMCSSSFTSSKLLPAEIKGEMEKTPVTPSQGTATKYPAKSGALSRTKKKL
* = called active by the depositor; i = inactive.

The line under a structure holds: Kir21 block, KCNQ2 block, STK33 inh
COc1ccccc1N1CCN(CCCNc2c(C)c(=O)n(C)c(=O)n2C)CC1
 : 1.17, i, -0.7
Cc1ccc(S(=O)(=O)N2CCCCC2)cc1NC(=O)COC(=O)Cc1cccc(C(F)(F)F)c1
 : -0.81, i, -1.7
Cc1ccccc1C1CC(c2ccccc2)Nc2ncnn21 (stereo not given)
 : 0.04, i, -0.3
NC(=O)C1CCN(C(=O)C2CCC(=O)N(CC3CCCCC3)C2)CC1 (stereo not given)
 : 0.66, i, 0.1
CC(C)CNC(=O)c1ccc(NC(=O)c2cccs2)cc1
 : -1.79, i, -1.2
CC(C)C(CC(=O)N1CCCCC1)C1CCOC(C)(C)C1 (stereo not given)
 : -1.21, i, -2.0
COc1cc(/C=N/Nc2nc3ccccc3s2)ccc1OC(=O)c1ccccc1F
 : -1.7, i, 0.4
CC(=O)Nc1ccc(Nc2nc(-c3sc(C)nc3C)cs2)cc1
 : -1.65, i, -2.5
O=C(OCC(=O)N(CCc1ccccc1)Cc1ccccc1)c1ccccc1NCCO
 : 0.09, -6.48*, -0.9
O=C(O)CCCC(=O)N1CCc2cc(S(=O)(=O)NCc3ccc(F)cc3)ccc21
 : 0.75, i, -0.3
O=C(Nc1ccc(Br)cc1)C1OCCc2ccccc21 (stereo not given)
 : -1.29, i, 0.2
CCn1cc(C(=O)Nc2cccc(C(=O)OC)c2)c(=O)c2ccc(C)nc21
 : -2.01, i, -0.1
COc1cccc(C(=O)COC(=O)c2n[nH]c(=O)c3ccccc23)c1
 : 0.71, i, 0.6
O=C(NCCN1CCOCC1)c1cc(S(=O)(=O)NCCCN2CCCC2=O)ccc1Cl
 : 1.29, i, -3.1
O=C(NC1CCCCCC1)C1CC(=O)N(c2ccc(Cl)cc2)C1 (stereo not given)
 : -0.92, i, -0.1
COc1ccc(C(C(=O)NCC2CCCO2)N(Cc2ccc(F)cc2)C(=O)CNC(=O)c2ccco2)cc1OC (stereo not given)
 : -0.56, i, -0.8
Cc1cccc(N2CC34C=CC(O3)C(C(=O)O)C4C2=O)c1 (stereo not given)
 : -1.11, i, -0.5
CCOC(=O)N1CCN(C(=O)c2ccc3c(=O)n(-c4ccc(F)cc4)c(=S)[nH]c3c2)CC1
 : -1.19, i, -0.9
CCOC(=O)c1[nH]c(C)c(C(=O)OC(C)C(=O)Nc2ncc(Cl)cc2Cl)c1C (stereo not given)
 : 0.82, i, 0.6
Cc1ccc(-c2cccc(C3CC=CC4C3C(=O)N(Cc3ccccc3)C4c3ccc4ccccc4c3)c2)cc1 (stereo not given)
 : -0.05, i, -1.8
COC(=O)CN1C(=O)C2(C(C#N)=C(N)Oc3c2c(C)nn3-c2ccccc2)c2ccccc21 (stereo not given)
 : 1.81, i, 0.3
Cn1cccc1/C=N/N1CCN(Cc2cccc3ccccc23)CC1
 : -0.28, i, -0.8
C/C(=N/NC(=O)c1sc(NS(=O)(=O)c2ccccc2)nc1C)c1sc(N)nc1C
 : 0.94, i, 1.1
Cc1cc(NC(=O)C23CC4CC(CC(C4)C2)C3)n[nH]1
 : 0.09, i, -1.5
COc1ccc(NS(=O)(=O)c2ccc(N3CCOCC3)c(NC(=O)c3ccco3)c2)cc1
 : -0.85, i, 0.1
COc1ccc(CCNC(=O)CN(c2cc(OC)ccc2OC)S(=O)(=O)c2ccccc2)cc1
 : -1.59, i, -1.2
COc1ccc(S(=O)(=O)N2CCOC2CNC(=O)C(=O)NCc2ccccn2)cc1C (stereo not given)
 : 1.23, i, -1.3
CCc1ccc(C(=O)CSc2nc3cc(S(=O)(=O)N4CCOCC4)ccc3n2CC)cc1
 : -0.04, i, -1.6
COC(=O)[C@H](Cc1ccccc1)NC(=O)NCCc1ccc(OC)cc1
 : -0.06, i, -0.6
O=C(COc1ccc(S(=O)(=O)NC2CCCCC2)cc1)Nc1ccc2c(c1)OCCO2
 : -1.83, i, 2.8

Sorted by molar mass (ascending): part of the list above.
The line under a structure holds: Kir21 block, KCNQ2 block, STK33 inh
CC(C)CNC(=O)c1ccc(NC(=O)c2cccs2)cc1
 : -1.79, i, -1.2
COc1ccc(NS(=O)(=O)c2ccc(N3CCOCC3)c(NC(=O)c3ccco3)c2)cc1
 : -0.85, i, 0.1
O=C(NCCN1CCOCC1)c1cc(S(=O)(=O)NCCCN2CCCC2=O)ccc1Cl
 : 1.29, i, -3.1

The list continues.
The line under a structure holds: Kir21 block, KCNQ2 block, STK33 inh
CCOc1ccc(-c2nn3c(-c4ccccc4)nnc3s2)cc1
 : 0.13, i, 0.1
S=C(NCC1CCCO1)n1nnc2ccccc21 (stereo not given)
 : -2.22, i, -1.6
Cc1sc(NC(=O)c2ccco2)nc1-c1ccc2c(c1)CC(C)N2C(=O)C1CC1 (stereo not given)
 : -1.23, i, -0.7
O=C(NC1CCCCCC1)C1CCCN1S(=O)(=O)c1cccc2cccnc12 (stereo not given)
 : 0.98, i, -0.7
Cc1cc(C)nc(N/N=C/c2c(C)oc3ccccc23)n1
 : -0.28, i, 1.4
Nc1cc(=O)[nH]c(SCc2csc(-c3ccccc3)n2)n1
 : 0.36, i, -0.4
Cc1cc(C)c(-n2[nH]nnc2=S)c(C)c1
 : 0.61, i, 0.0
O=C(NCC(=O)N1CCCCCC1)c1ccc(Cl)cc1
 : 2.12, i, -2.2
COc1ccccc1NC(=O)C1CCN(S(=O)(=O)c2cccc3nonc23)CC1
 : 1.36, i, -1.2
CCCC(=O)Nc1ccc2c(c1)nc(CN1CCN(C(=O)OCC)CC1)n2C
 : 3.05, i, 1.5
COc1cc(CCC(=O)OCc2nnc(-c3ccccc3)o2)cc(OC)c1OC
 : -0.21, i, -0.6
COCCN(C(=O)CSc1nn(-c2ccc(F)cc2)c(=S)s1)c1c(N)n(CC(C)C)c(=O)[nH]c1=O
 : 0.55, i, -1.3
CC(C)(C)C(=O)Nc1ccccc1-c1nc2ccccc2[nH]c1=O
 : -0.95, i, 0.3
COc1ccc(/C=C2\Oc3cc(OCC(=O)N4CCC(C(=O)O)CC4)ccc3C2=O)c(OC)c1
 : 0.27, i, 2.5
Fc1ccc(/C=N/n2c(COc3ccccc3)n[nH]c2=S)cc1
 : 0.04, i, -0.6
CCc1nnc(NC(=O)c2cc(C)oc2C)s1
 : 0.05, i, 0.1
COC(=O)C1=C(CSc2nc3c(cc2C#N)CN(C)CC3)OC(N)=C(C#N)C1c1ccccc1F (stereo not given)
 : -1.38, i, 0.2
Cc1nn(C)c(C)c1S(=O)(=O)N1CCCC(C(=O)N2CCN(c3ccc(Cl)cc3)CC2)C1 (stereo not given)
 : -0.25, i, -1.8
CCOc1cc(C(c2c(O)nc(SC)[nH]c2=O)c2c(O)nc(SC)[nH]c2=O)ccc1O
 : -0.92, i, -2.2
CCc1nnc(NS(=O)(=O)c2ccc(NS(=O)(=O)c3ccccc3)cc2)s1
 : 1.18, i, -3.7
Cc1onc(-c2ccccc2)c1C(=O)N(Cc1ccccn1)Cc1ccccn1
 : -1.42, i, -1.2
CCOC(=O)c1sc(NS(=O)(=O)c2ccc(F)cc2)nc1C
 : 1.99, i, -0.4
O=C(O)Cn1nc(C(F)(F)F)c2c1CCC2
 : 0.65, i, -1.5
CCC(=O)Oc1ccc2c(c1)O/C(=C\c1ccco1)C2=O
 : -0.78, i, -2.1
O=C(CN1C(=O)NC2(CCCC2)C1=O)OCCOc1ccc(Cl)cc1
 : -1.26, i, 0.6
NC1=C(O)C(=O)C(c2ccccc2)O1 (stereo not given)
 : 0.13, i, -0.4
O=C(NCc1ccccc1)N1CCCC1
 : 0.24, i, -1.8
CCOc1ccc(-c2cnc(SCC(N)=O)nc2N)cc1
 : -1.29, i, -1.4
CCO/N=C(\C)c1c(O)c2ccccc2n(C)c1=O
 : -0.05, i, -0.4
Cc1ccn2c(C(=O)CSc3ccccc3Cl)c(C)nc2c1
 : 1.44, i, -0.6
CN(Cc1ccccc1)c1nc2c(c(=O)n(C)c(=O)n2C)n1CCSc1ncccn1
 : 2.06, i, 0.5
Nn1c(SCC(=O)Nc2ccc(F)cc2F)nnc1C1CCCCC1
 : -0.13, i, 0.2
CCOCCn1cnc2sc(C(=O)NCC(=O)OCC)c(C)c2c1=O
 : -0.38, i, -0.3
COc1cccc(/C=N/Nc2cc(N3CCOCC3)ncn2)c1O
 : 0, i, -0.5
O=P(c1ccccc1)(c1ccccc1)N(c1ccccc1)c1ccccc1
 : 0, -6.83*, -0.3
COC(=O)c1cccnc1N1CCN(c2ccccc2F)CC1
 : 0.27, i, -1.1
Cn1nc(C(=O)N2CCC(C(N)=O)CC2)c2c1-c1ccccc1SC2
 : -1.13, i, -0.2
CCC1Oc2ccccc2N(CC(=O)NCCN2CCc3ccccc3C2)C1=O (stereo not given)
 : -1.32, i, 0.4
CC(=O)c1nc(N2C(=O)CC(Cc3ccccc3)C2=O)sc1C (stereo not given)
 : -0.71, i, -0.1
C/C=C(\C)C(=O)N1CCC(C(=O)c2ccccc2)CC1
 : -1.45, i, 0.2
CCOCCCNC(=S)NCCc1ccccc1
 : -0.26, i, 0.5
Cc1cc(O)c(NC(=O)c2ccc(C)c([N+](=O)[O-])c2)cc1C
 : 1.29, i, -0.1
COc1cc(CN2CCC(n3nccc3NC(=O)CCCc3ccccc3)CC2)ccc1O
 : 0.38, i, -0.8
CC(C)C[C@H](NC(=O)N1CCn2c1nc1ccccc12)C(=O)N[C@H](Cc1ccccc1)C(=O)O
 : -0.27, i, 0.6
CN1C(=O)c2ccc(NC(=O)c3cccc(N4C(=O)CCC4=O)c3)cc2C1=O
 : 0.49, i, 0.0
O=C(c1cccc(-c2nnc(-c3ccccc3)o2)c1)N1CCCCCC1
 : 0.09, -5.81*, -0.1
Cc1ccccc1C(=O)O/N=C(\N)Cc1cccs1
 : 0, i, 0.5
CC(CCc1ccccc1)NC(=O)CSc1nc(N)cc(N)n1 (stereo not given)
 : -1.14, i, -2.5
COc1ccccc1-n1nnnc1SCC(=O)NC1CCCC1
 : -3.14, i, 0.3
N#Cc1cccc(NC(=O)CCC2CCCC2)c1
 : 0.57, i, -0.5
COc1cc(NC(=O)N2CCOCC2)cc(OC)c1
 : -0.88, i, 0.2
COc1ccc(NC(=O)Cn2nnc(C(=O)NCc3ccc4c(c3)OCO4)c2N)c(OC)c1
 : 2.23, i, 1.2
COc1ccc(CC(=O)Nc2nncs2)cc1OC
 : -0.35, i, -1.8
CCc1c(C)nc(SCC(=O)N2CCCCC2)[nH]c1=O
 : -0.9, i, -0.4
Cc1ccc2[nH]c(C(=O)N3CCCC(Nc4ccc(F)cc4)C3)cc2c1 (stereo not given)
 : 0.21, i, -2.6
Cc1cc(Nc2ccccc2)n(CCO)n1
 : -0.02, i, -0.7
Cn1nnnc1SCC(=O)c1ccc2c(c1)OCCO2
 : -0.78, i, -0.1
CN(Cc1ccon1)C(=O)C1CCN(C2CCN(CCCc3ccccc3)CC2)CC1
 : -0.31, i, -0.2
CN(Cc1ccccc1OCCO)CC1CCCN(CCc2ccc(Cl)cc2)C1 (stereo not given)
 : -1.34, i, -0.4
C=CCn1c(=O)c(C(=O)OCC)c(O)c2ccccc21
 : 0.08, i, 0.2

Records listed so far shown as hits in KCNQ2 block.
The line under a structure holds: Kir21 block, KCNQ2 block, STK33 inh
O=C(OCC(=O)N(CCc1ccccc1)Cc1ccccc1)c1ccccc1NCCO
 : 0.09, -6.48*, -0.9
O=P(c1ccccc1)(c1ccccc1)N(c1ccccc1)c1ccccc1
 : 0, -6.83*, -0.3
O=C(c1cccc(-c2nnc(-c3ccccc3)o2)c1)N1CCCCCC1
 : 0.09, -5.81*, -0.1

New compounds follow:
The line under a structure holds: Kir21 block, KCNQ2 block, STK33 inh
C#CCNC(=O)C1=C[C@@H](C)[C@H](CCCO)[C@@H](OCC)O1
 : 0.55, i, -0.5
Cc1cc(OC(C)C(=O)NCC2CCC(C(=O)O)CC2)c2c(C)c(Cc3ccccc3)c(=O)oc2c1 (stereo not given)
 : -0.03, i, -2.5
CCC1CCCCN1CCCNC(=O)CC1Oc2ccccc2NC1=O (stereo not given)
 : 0.23, i, 0.6
CNC(=O)CSCCn1c(SCC(=O)NC)nc2ccccc2c1=O
 : -0.91, i, -1.2
COc1ccc(N2CCN(C(=O)CSc3nnc4c(C)cc5ccc(C)c(C)c5n34)CC2)cc1
 : -1.09, i, -0.9
Cn1cc(Br)c(C(=O)Nc2ncc(Br)s2)n1
 : -1.33, i, 1.5
CCN1CCN(c2c(Cl)cccc2NC(=O)c2cccs2)CC1
 : -0.71, i, -0.5
CCOc1ccc(CCNS(=O)(=O)c2cn(C)cn2)cc1OCC
 : -0.94, i, 5.6
CS(=O)(=O)N(CC(=O)Nc1ccccc1C(=O)N1CCCC1)c1cccc([N+](=O)[O-])c1
 : 1.54, i, -1.7
COc1ccc(NC(=O)N2CCC(CO)(CC3CCCCO3)CC2)c(OC)c1 (stereo not given)
 : -0.06, i, -0.8
Cc1ccc(NC(=O)c2cccc(C(=O)Nc3ccc(C)cc3C(=O)O)c2)c(C(=O)O)c1
 : 2.12, i, 37.4*
CCc1cc(=O)oc2cc(C)cc(OCC(=O)N3CCC(C(=O)O)CC3)c12
 : 1.49, i, 1.4
CC(c1ccccc1)C1CC(=O)N(Cc2ccco2)C1=O (stereo not given)
 : 0.88, i, -0.4
C=C(C)COc1ccc(-c2n[nH]c(C)c2Oc2ccccc2OC)c(O)c1
 : 0.13, i, 0.4
CCCC1=NN(c2ccc([N+](=O)[O-])cc2)C(=O)/C1=C/N(C)C
 : 0.05, i, -2.7
O=C1Cc2cccc3cccc1c23
 : 1.14, i, 0.3
Cc1nn(C)c(C(=O)Sc2cccc(Cl)c2)c1[N+](=O)[O-]
 : -1.18, -9.67*, 0.9

Compounds were not picked by outcome; about 1.9% have a hit in one of these screens.
